Assay outcomes: PubChem BioAssay, several laboratories
M4 PAM – human M4 muscarinic receptor positive allosteric modulators, primary screen, CHO-K1 cells, Fluo-8 calcium fluorescence. Muscarinic acetylcholine receptor M4 (Homo sapiens), P08173. CHO-K1 hM4/Gqi5, ACh EC20; 0% = ACh EC20, 100% = maximal ACh. activation, % at 3 µM. 360,000 compounds, 0.4% hits;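 active = activation above its plate's cutoff, the mean activation of sample wells plus 3 SD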; also: some results filed as inactive read as strong as hits
CHRM4 agonist – human M4 muscarinic receptor agonists, primary screen, CHO-K1 cells, Fluo-8 calcium fluorescence | CHO-K1 hM4/Gqi5; vehicle 0%, full acetylcholine response 100% | activation, % at 3 µM | Muscarinic acetylcholine receptor M4 (Homo sapiens), P08173 | AID 624127, 2012 | 360,000 compounds, 0.14% hits;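 active = activation above the run mean over all test wells plus 3 SD, cut at about 32% in these data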;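 also: peak over basal fluorescence ratio per well then scaled between controls; 0% = DMSO wells and 100% = acetylcholine at EC100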
CRFR2-BP ag – agonists of CRF-BP/CRF-R2 complex, primary screen, cell-based, HEK293, calcium dye fluorescence, uHTS; calcium dye fluorescence (FLIPR); percent of saturating CRF peptide response; activation, % at 13.2 µM; 350,000 compounds, 0.46% hits;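 active = activation of at least 50%, plus an integration ratio under a set limit after plate pattern correction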;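 also: plate controls were neutral control wells without compound for no effect and CRF at EC100 for full effect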
CHRM4 antagonist – human M4 muscarinic receptor antagonists, primary screen, CHO cells, Fluo-8 calcium fluorescence; inhibition, % at 3 µM; CHO-hM4 cells, ACh EC80; 360,000 compounds, 0.73% hits; Muscarinic acetylcholine receptor M4 (Homo sapiens), P08173;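 active = inhibition above its plate's cutoff, the mean inhibition of sample wells plus 3 SD, cut at about 27% in these data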;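 also: 0% = acetylcholine EC80 with DMSO and 100% = DMSO without agonist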
M5 antag – human M5 muscarinic receptor antagonists, primary screen, CHO cells, Fluo-8 calcium fluorescence. Muscarinic acetylcholine receptor M5 (Homo sapiens), P08912. 360,000 compounds, 0.59% hits. inhibition, % at 3 µM. CHO-hM5 cells, ACh EC80. AID 624040, 2012;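 active = inhibition above a per-plate cutoff, the mean of that plate's test compounds plus 3 SD, cut at about 27% in these data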;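 also: 0% = acetylcholine EC80 with DMSO and 100% = DMSO without agonist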
IDE inh – human IDE inhibitors in live cells, primary screen, fluorescence polarization, HEK cells, FAbetaB substrate; 320,000 compounds, 0.41% hits; inhibition, % at 5.59 µM; FAbetaB cleavage;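 active = percent inhibition above the average of all tested compounds plus 3 SD, set per screening campaign, cut at about 16% in these data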;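 also: IDE supplied by intact live HEK cells; FP after avidin binding of uncleaved biotin substrate so inhibition keeps polarization high; 0% = DMSO wells and 100% = 60 µM reference IDE inhibitor Ii1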
Target sequence (P14735 whole entry, looked up): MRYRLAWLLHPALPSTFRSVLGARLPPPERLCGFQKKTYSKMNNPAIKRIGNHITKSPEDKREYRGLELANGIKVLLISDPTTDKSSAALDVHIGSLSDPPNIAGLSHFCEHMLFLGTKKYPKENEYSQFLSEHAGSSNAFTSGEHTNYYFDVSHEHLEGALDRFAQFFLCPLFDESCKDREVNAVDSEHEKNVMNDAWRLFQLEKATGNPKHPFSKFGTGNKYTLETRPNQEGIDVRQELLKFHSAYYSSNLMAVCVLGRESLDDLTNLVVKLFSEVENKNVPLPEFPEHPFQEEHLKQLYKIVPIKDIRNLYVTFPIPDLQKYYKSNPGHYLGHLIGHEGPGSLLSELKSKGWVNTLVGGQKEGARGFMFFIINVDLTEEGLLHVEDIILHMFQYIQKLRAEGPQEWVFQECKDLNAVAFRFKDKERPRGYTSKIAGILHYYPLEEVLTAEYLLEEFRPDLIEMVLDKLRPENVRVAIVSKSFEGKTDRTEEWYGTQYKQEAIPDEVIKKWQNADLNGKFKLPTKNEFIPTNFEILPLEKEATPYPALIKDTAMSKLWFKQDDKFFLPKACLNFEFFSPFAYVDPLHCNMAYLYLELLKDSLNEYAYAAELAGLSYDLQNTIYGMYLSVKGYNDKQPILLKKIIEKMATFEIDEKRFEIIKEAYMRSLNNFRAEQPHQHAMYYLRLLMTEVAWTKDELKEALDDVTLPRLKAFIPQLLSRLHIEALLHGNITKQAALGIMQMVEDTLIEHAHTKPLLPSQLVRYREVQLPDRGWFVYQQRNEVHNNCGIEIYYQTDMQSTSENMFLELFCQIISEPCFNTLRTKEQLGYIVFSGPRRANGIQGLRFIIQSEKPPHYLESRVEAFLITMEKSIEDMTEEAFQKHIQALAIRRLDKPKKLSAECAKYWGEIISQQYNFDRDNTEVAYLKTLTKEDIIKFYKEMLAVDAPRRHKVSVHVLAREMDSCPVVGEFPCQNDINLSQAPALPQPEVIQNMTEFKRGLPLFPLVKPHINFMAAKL
CRFR2-BP antag – antagonists of CRF-BP/CRF-R2 complex, primary screen, cell-based, HEK293, calcium dye fluorescence, uHTS; CRF-induced calcium fluorescence; 350,000 compounds, 0.59% hits; inhibition, % at 11.8 µM;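 active = inhibition of the ligand-induced calcium signal above about 50% at the single tested concentration, limit read from the data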
CHRM5 agonist – human M5 muscarinic receptor agonists, primary screen, CHO-K1 cells, Fluo-8 calcium fluorescence; Muscarinic acetylcholine receptor M5 (Homo sapiens), P08912; CHO-K1 hM5 cells; 0% DMSO wells, 100% maximal acetylcholine response; activation, % at 3 µM; 360,000 compounds, 0.19% hits;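 active = activation above the run's mean over test compounds plus 3 SD, cut at about 23% in these data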;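 also: signal is peak over basal fluorescence ratio across the kinetic read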
M5 PAM – human M5 muscarinic receptor positive allosteric modulators, primary screen, CHO-K1 cells, Fluo-8 calcium fluorescence; activation, % at 3 µM; 360,000 compounds, 0.3% hits; CHO-K1 hM5, ACh EC20 PAM; 0% = ACh EC20, 100% = ACh EC100; Muscarinic acetylcholine receptor M5 (Homo sapiens), P08912;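 active = activation above the run cutoff, the mean activation of all test compounds plus 3 SD, cut at about 18% in these data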
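Assay system: CHO-K1 hM5 cells / Incubation: Fluo-8 loading 80 min at 37 °C plus 30 min room temperature / Technique: Fluo-8 calcium dye fluorescence, kinetic read / Repeats: single replicate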
An asterisk follows results filed as active; . = no result given.

SMILES	M4 PAM	CHRM4 agonist	CRFR2-BP ag	CHRM4 antagonist	M5 antag	IDE inh	CRFR2-BP antag	CHRM5 agonist	M5 PAM
CC(=O)c1ccc2c(c1)N(Cc1ccccc1)C(=O)C(C)S2 (configuration not stated)	0	0	.	0	-1	.	.	-2	-1
CC1(C)Cc2c(c(N3CCOCC3)nc3snc(NC(=O)c4ccccc4)c23)CO1	4	4	1.6	-12	4	-4	-15	-2	-10
O=S(=O)(NCc1ccccn1)c1cc(C(F)(F)F)ccc1Cl	-7	1	-3.8	12	11	1	-1	3	-1
CC(SCC(=O)Nc1ccccc1Br)c1nc2ccccc2c(=O)[nH]1 (configuration not stated)	2	1	-1.5	-14	6	5	1	-1	3
CC1CCN(C(=O)C(C)c2ccc([N+](=O)[O-])cc2)CC1 (configuration not stated)	-7	1	-1.5	5	-5	2	13	-5	-5
CC1(C)CC(C(CCN(Cc2ccccc2)C(=O)c2ccco2)c2ccc(F)cc2)CCO1 (configuration not stated)	-18	8	2.5	27*	17	12	28	-3	-19
Cc1nn(C)c(Oc2ccc(Cl)cc2)c1C=O	-1	3	-1.1	9	-4	-8	-11	4	4
O=[N+]([O-])c1cccnc1N1CCC(c2cc(-c3cccc(C(F)(F)F)c3)n[nH]2)CC1	-7	2	-1.4	11	-1	10	-29	-14	-10
O=C(c1ccc(NS(=O)(=O)c2cccc3cccnc23)cc1)N1CCCCC1	-2	2	-1.3	3	5	-2	9	4	5
COc1ccc(C(=O)Cn2nnc(-c3ccccc3-n3cnnn3)n2)cc1	18	2	0.0	-12	-5	-4	-8	3	-1
CCC(C)c1ccc2oc(-c3ccc(NC(=O)c4ncn[nH]4)cc3)nc2c1 (configuration not stated)	8	1	1.9	-3	-3	-1	9	6	1
COCCn1nnnc1C(c1ccccn1)N1CCN(c2cc(C)ccc2C)CC1 (configuration not stated)	-4	1	-0.1	2	-6	-4	7	2	-6
CCOc1ccccc1N1CCN(C(=O)CN2C(=O)NC3(CCCC3)C2=O)CC1	6	2	-0.5	-13	-1	5	-5	1	-2
O=C(NC1CCCC1)C1C2C=CC(C2)C1C(=O)N1CCOCC1 (configuration not stated)	-6	1	0.2	0	10	1	-22	1	-7
COc1cc2c(cc1OC)C(C(=O)NCc1ccco1)C1c3ccccc3CCN1C2=O (configuration not stated)	-8	8	-2.5	-2	4	6	0	-5	-16
O=C(O)c1ccccc1C(=O)Nc1ccc(Br)c(C(F)(F)F)c1	-10	1	-0.1	10	13	0	-2	-4	-8
O=C1c2ccccc2/C(=C\C#Cc2ccccn2)N1c1ccccc1	8	3	1.6	-9	11	-2	-2	-3	2
Cc1cc(C(=O)COC(=O)COc2ccccc2C#N)c(C)n1CC1CCCO1 (configuration not stated)	4	4	-0.2	-3	4	1	5	3	3
O=C(N/N=C/c1cccnc1)c1ccc(NC(=O)c2ccc(Cl)cc2)cc1	5	1	0.0	1	-1	2	10	-1	0
Cc1ccc(-n2c(=O)[nH]c3c(C(N)=O)nc(C(C)C)nc32)cc1	6	0	3.6	-16	3	8	-1	-2	-5

13 structures already listed, sorted by molar mass, rising:
SMILES	M4 PAM	CHRM4 agonist	CRFR2-BP ag	CHRM4 antagonist	M5 antag	IDE inh	CRFR2-BP antag	CHRM5 agonist	M5 PAM
Cc1nn(C)c(Oc2ccc(Cl)cc2)c1C=O	-1	3	-1.1	9	-4	-8	-11	4	4
CC1CCN(C(=O)C(C)c2ccc([N+](=O)[O-])cc2)CC1 (configuration not stated)	-7	1	-1.5	5	-5	2	13	-5	-5
Cc1ccc(-n2c(=O)[nH]c3c(C(N)=O)nc(C(C)C)nc32)cc1	6	0	3.6	-16	3	8	-1	-2	-5
O=C(NC1CCCC1)C1C2C=CC(C2)C1C(=O)N1CCOCC1 (configuration not stated)	-6	1	0.2	0	10	1	-22	1	-7
O=C1c2ccccc2/C(=C\C#Cc2ccccn2)N1c1ccccc1	8	3	1.6	-9	11	-2	-2	-3	2
O=S(=O)(NCc1ccccn1)c1cc(C(F)(F)F)ccc1Cl	-7	1	-3.8	12	11	1	-1	3	-1
CCC(C)c1ccc2oc(-c3ccc(NC(=O)c4ncn[nH]4)cc3)nc2c1 (configuration not stated)	8	1	1.9	-3	-3	-1	9	6	1
COc1ccc(C(=O)Cn2nnc(-c3ccccc3-n3cnnn3)n2)cc1	18	2	0.0	-12	-5	-4	-8	3	-1
O=C(O)c1ccccc1C(=O)Nc1ccc(Br)c(C(F)(F)F)c1	-10	1	-0.1	10	13	0	-2	-4	-8
Cc1cc(C(=O)COC(=O)COc2ccccc2C#N)c(C)n1CC1CCCO1 (configuration not stated)	4	4	-0.2	-3	4	1	5	3	3
COCCn1nnnc1C(c1ccccn1)N1CCN(c2cc(C)ccc2C)CC1 (configuration not stated)	-4	1	-0.1	2	-6	-4	7	2	-6
CC1(C)Cc2c(c(N3CCOCC3)nc3snc(NC(=O)c4ccccc4)c23)CO1	4	4	1.6	-12	4	-4	-15	-2	-10
CC1(C)CC(C(CCN(Cc2ccccc2)C(=O)c2ccco2)c2ccc(F)cc2)CCO1 (configuration not stated)	-18	8	2.5	27*	17	12	28	-3	-19

Remaining list, next part.
SMILES	M4 PAM	CHRM4 agonist	CRFR2-BP ag	CHRM4 antagonist	M5 antag	IDE inh	CRFR2-BP antag	CHRM5 agonist	M5 PAM
Cc1ccc(S(=O)(=O)N2CCN(C(=O)CN(Cc3ccco3)Cc3cccs3)CC2)cc1	6	0	1.0	0	5	.	7	2	4
COC(=O)c1ccc(NS(=O)(=O)c2cc3c4c(c2)C(C)C(=O)N4CCC3)cc1 (configuration not stated)	0	1	-0.8	-1	1	5	9	0	-3
Cc1ccc(N2CCN(CC(O)COC3CCCCC3)CC2)cc1 (configuration not stated)	-5	1	-0.1	4	1	11	-10	-1	-1
CCOCCCNCc1ccc(OCc2ccc(F)cc2)c(OC)c1	4	5	0.3	-22	-3	0	-3	-11	5
Cc1cc(C)c(S(=O)(=O)Cc2ccc(Cl)cc2)c(=O)[nH]1	6	1	-1.8	-4	-21	2	4	3	11
Cc1ccccc1NC(=O)C1C2CCC(O2)C1C(=O)O (configuration not stated)	-2	1	1.9	10	2	-2	1	-2	-6
CCCCNS(=O)(=O)c1ccc2nc(SCC(=O)Nc3cccc(F)c3)[nH]c2c1	-4	3	0.3	-4	-2	3	-54	-2	2
CCc1ccc(-c2cc(C(=O)O)c3ccccc3n2)s1	0	0	-1.0	-13	-1	.	5	-3	1
CCOC(=O)CCNC(C)C1COc2ccccc2O1 (configuration not stated)	2	-1	-0.9	2	6	0	12	-2	0
COc1ccc(/C=N/n2cnnc2SCc2ccccc2)cc1	10	2	-1.3	1	0	-1	8	-2	3
Cc1ccc(S(=O)(=O)Nc2cccc(NC(=O)CN3CCCCC3)c2)cc1	-9	3	-3.8	12	1	4	-6	0	-4
CCS(=O)(=O)c1ccc2c(c1)NC(=O)C(CCCl)O2 (configuration not stated)	5	1	-1.9	-4	10	11	1	0	1
CN1CCN(C(=O)CSc2nc(-c3cccs3)ccc2C#N)CC1	-1	1	9.2	0	-3	2	-5	-4	-1
Cc1nn2c(C)c(C(=O)Nc3ccccc3)cnc2c1-c1ccccc1	-26	15	3.7	0	14	4	-3	-1	-12
COc1ccc(NC(=O)CN(C)C(=O)C2CSC3(C)CCC(=O)N23)cc1 (configuration not stated)	6	0	-0.1	8	9	-1	2	3	3
Cc1cccc(C)c1NC(=O)c1ccc([N+](=O)[O-])s1	25*	2	0.2	-16	3	3	5	-5	11
O=C(C[C@@H]1C/C=C\CCCC(=O)OC[C@@H]2CCCN2C1=O)N[C@@H](CO)Cc1ccccc1	0	2	-3.0	5	11	-3	-4	-1	4
C[C@H](CO)N1C[C@H](C)[C@@H](CN(C)S(=O)(=O)c2ccc(F)cc2)Oc2ccc(NS(=O)(=O)c3ccc(F)cc3)cc2C1=O	-10	0	-0.3	10	3	6	8	0	2
CCCc1nc(SCC(=O)Nc2nnc(SCC)s2)c2c(=O)n(C)c(=O)n(C)c2n1	1	2	3.5	-13	-8	-2	-63	1	3
COCCCn1c(C)nnc1-c1cnn(-c2ccccc2)c1N	-1	1	0.2	3	11	10	-7	1	0
COc1ccc(CCNC(=O)CN2C(=O)NC(C)(c3ccc([N+](=O)[O-])cc3)C2=O)cc1 (configuration not stated)	5	2	-1.3	-3	13	5	11	1	-3
NC(=S)NN=C1CCCCCCCCC1	5	2	0.3	-20	9	.	-5	0	10
CC(=O)NCCC(=O)Nc1nc(-c2cccs2)c(-c2cccs2)s1	-3	2	-0.9	3	7	0	-5	0	-3
C=CCC1C=C(C)CC(CC=C)N1 (configuration not stated)	-1	0	2.0	2	2	-2	-9	4	10
CN(Cc1ccccc1)Cc1c(F)cccc1F	-2	0	-1.2	11	10	-3	-3	0	-2
CC(NC(=O)COC(=O)c1cc(S(=O)(=O)N2CCOCC2)ccc1F)c1ccccc1 (configuration not stated)	0	2	0.7	3	12	-1	3	-1	5
CC1(C2CC2)NC(=O)N(CC(=O)Nc2ccc(Cl)c([N+](=O)[O-])c2)C1=O (configuration not stated)	-3	1	-1.6	3	1	-7	-15	-1	6
O=C(NNC(=O)c1cc(S(=O)(=O)N2CCOCC2)ccc1Cl)c1ccc(F)cc1	6	0	-1.3	-6	-6	.	-11	-1	-2
COc1ccc(-n2nc(C(=O)NCC(=O)N3CCN(C)CC3)c3ccccc3c2=O)cc1OC	3	1	0.2	3	0	3	4	-6	10
